# TNAP inhibition: human TNAP enzyme inhibitors, biochemical, luminescent (AID 518); 64,000 compounds, 0.09% hits; inhibition, % at 20 µM, or IC50 in µM where a hit was titrated; purified TNAP enzyme, luminescent substrate readout; higher % means a stronger effect; in the data active = a potency from the dose series; inactive = the rest, 99 in 100 with inhibition below about 22%;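 also: plate controls were vehicle for no effect and reference inhibitor for full effect; many of its hits are not listed in these tables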
# Bfl-1 displacement: Bfl-1 inhibitors, primary screen, biochemical, fluorescence polarization, FITC-Bid, mouse (AID 432) | FITC-Bid BH3 peptide fluorescence polarization displacement; higher % means a stronger effect | displacement, % at 20 µM, or IC50 in µM where a hit was titrated | 64,000 compounds, 0.02% hits; in the data active = a potency from the dose series; inactive = the rest, 99 in 100 with displacement below about 15%; also: strong numbers were not always called active
# KRASV12 cytotoxicity: viability loss of HPDE-C7K cells – cell-based, fluorescence, HTS, primary screen (AID 431); cytotoxicity, % at 10 µM, or EC50 in µM where a hit was titrated; HPDE-C7K KRASV12 cells, Alamar Blue viability, 48 h; higher % means a stronger effect; 63,000 compounds, 1.7% hits;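 active = compounds whose percent cytotoxicity in the single-dose primary screen, scaled between solvent and toxic-drug controls, exceeds 50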;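 also: 0% = DMSO solvent wells and 100% = doxorubicin-treated wells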
# LYP phosphatase: LYP phosphatase inhibitors, primary screen, biochemical, DiFMUP fluorescence, recombinant catalytic domain, 10 µM (AID 606); recombinant LYP catalytic domain, DiFMUP fluorescence; higher % means a stronger effect; 52,000 tested, under 10 active; one-dose inhibition, % at 10 µM; IC50 in µM for titrated hits;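 active = IC50 under 40 µM in the dose-response test; inactive = IC50 of 40 µM or more, or never dose-tested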
# HT1080 cytotoxicity: cytotoxicity in HT1080 fibrosarcoma cells, cell-based, fluorescence readout (AID 620); HT1080 viability, fluorescence; higher % means a stronger effect; cytotoxicity, % at 10 µM; hits with a dose series show EC50 in µM; 87,000 compounds, 0.42% hits;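 also: cells exposed to compound overnight then 4 h with Alamar Blue; 0% = vehicle DMSO and 100% = killing control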
# Spn PMK inh: inhibitors of Streptococcus pneumoniae phosphomevalonate kinase; purified PMK, PK/LDH-coupled NADH absorbance 340 nm; AID 539; 65,000 compounds, 0.49% hits; inhibition, % at 10 µM;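 active = top-ranked compounds by inhibition in the single 10 µM screen, taking a fixed number of the strongest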;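 also: 0% = full reaction with DMSO carrier and 100% = background rate without enzyme reaction; no value below 0 was filed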
# HPDE-C7 viability: cytotoxicity in HPDE-C7 cells, cell-based, fluorescence, HTS (AID 430) | HPDE-C7 pancreatic duct cells viability, fluorescence; higher % means a stronger effect | cytotoxicity, % at 10 µM; hits with a dose series show EC50 in µM | 63,000 compounds, 1.8% hits;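 also: cells exposed to compound for 48 hours before viability readout; 0% = vehicle and 100% = reference cytotoxic drug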
# DPM-DC inhibit: inhibitors of Streptococcus pneumoniae diphosphomevalonate decarboxylase; purified DPM-DC, PK/LDH coupled NADH fluorescence; calls only at 10 µM; 65,000 compounds, 0.49% hits;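 active = the 320 compounds with the highest percent inhibition in the single-dose primary screen, excluding strongly autofluorescent ones, cut at about 32% in these data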;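 also: kinetic rate of NADH fluorescence loss reporting ADP formed by the decarboxylase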
# Spn MK inh: S. pneumoniae mevalonate kinase inhibition | purified MK, PK/LDH-coupled NADH absorbance 340 nm | 65,000 compounds, 0.48% hits | inhibition, % at 10 µM;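 active = ranked among the strongest by inhibition in the single 10 µM screen, a fixed top-ranked set picked for dose follow-up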; also: no value below 0 was filed
# Spn PMK inh pilot replicates: further read-out of Spn PMK inh, marked with its call; inhibition, %; measured here: pilot screen replicates
# Spn MK inh pilot replicates: further read-out of Spn MK inh, marked with its call; inhibition, %; measured here: pilot screen replicates
# DPM-DC inhibit pilot screen %: further read-out of DPM-DC inhibit, marked with its call; inhibition, %; measured here: pilot screen trials
# Active calls of the source: *; i = inactive; x = not tested or not shown; + = active, no number; & = joins results of further samples. Rule as the data show it, unless noted: active = cytotoxicity above about 50%; inactive = the rest.
SMILES,TNAP inhibition,Bfl-1 displacement,KRASV12 cytotoxicity,LYP phosphatase,HT1080 cytotoxicity,Spn PMK inh,HPDE-C7 viability,DPM-DC inhibit,Spn MK inh,others
CC(=O)N=C1SC2CS(=O)(=O)CC2N1c1c(Cl)cccc1Cl (stereo not given),4%,-2%,-2%,12%,3%,1,9%,i,8,
COC(=O)CSc1ccc2c(N)c(C(=O)OC)sc2c1,3%,-4%,-6%,x,1%,15,5%,i,1,
C=CCn1c(SCC(=O)NCc2cccs2)nnc1C1CCCCC1,1%,-5%,0%,-5%,-7%,16,-2%,i,2,
O=C(c1ccc(N2CCOCC2)nc1)N1CCOCC1,-3%,-2%,2%,4%,2%,7,-10%,i,0,
O=C1CCCC2=C1C1(CCCC1)N=C(Nc1nc3ccccc3s1)N2,15%,-3%,2%,-11%,4%,3,6%,i,3,Spn PMK inh pilot replicates=2.5;Spn MK inh pilot replicates=0.0;DPM-DC inhibit pilot screen %=11
CCOC(=O)Cn1c(=O)c2c(nc3n2CCN3Cc2ccccc2)n(C)c1=O,2%,0%,-11%,-2%,-4%,18,-8%,i,4,
COc1ccc2c(c1)C1(C)CC(C)(C)N2C(=O)N1c1ccccc1 (stereo not given),14%,5%,-10%,1%,31%,0,-4%,+,2,Spn PMK inh pilot replicates=2.0;Spn MK inh pilot replicates=0.0;DPM-DC inhibit pilot screen %=7.0*
CCOc1ccccc1OC(=O)c1ccco1,0%,-10%,-10%,14%,8%,0,-3%,i,5,
O=C(CCN1C(=O)C2C3C=CC(C3)C2C1=O)N1CCN(c2cccc(Cl)c2)CC1 (stereo not given),7%,-2%,13%,15%,10%,12,7%,i,3,
O=C(Nc1ccc2c(c1)OCCO2)c1cccc(S(=O)(=O)N2CCOCC2)c1,12%,-1%,6%,x,-3%,0,5%,i,15,
CCOCCn1c(=O)c2c(nc3n2CCN3c2ccc(C)cc2)n(C)c1=O,4%,-3%,5%,-5%,7%,16,-5%,i,8,
O=S(=O)(Nc1nc2ccccc2[nH]1)c1ccccc1,16%,-5%,9%,6%,12%,2,2%,i,0,
Cc1ccccc1-c1nnc(SCC(=O)Nc2ccc3c(c2)OCCO3)n1N,13%,-4%,x,-8%,-2%,14,x,i,19,
COc1ccc(OC)c(N(CC(=O)O)S(=O)(=O)c2ccc(OC)c(OC)c2)c1,8%,0%,-11%,-2%,-3%,14,-8%,i,5,
Cc1cc(NC(=O)CSc2nnc(CNc3ccc(F)cc3)n2C2CCCCC2)no1,4%,-6%,-4%,-6%,-11%,13,-10%,i,6,
O=C(COC(=O)c1cn(-c2ccccc2)nc1-c1cccs1)NC1CC1,7%,6%,-4%,14%,3%,8,-8%,i,0,
COc1ccc2[nH]cc(CCN=C3SCC(=O)N3C)c2c1,1%,-1%,10%,7%,2%,8,9%,i,9,
Cc1cccc(NC(=O)c2cccnc2)c1,7%,5%,-7%,x,0%,10,2%,i,6,
CC1CCc2nn(CC(=O)NCCN3CCOCC3)cc2C1 (stereo not given),10%,-2%,-3%,4%,0%,6,-7%,i,5,Spn PMK inh pilot replicates=2.5;Spn MK inh pilot replicates=1.0;DPM-DC inhibit pilot screen %=0.0
C#CC(C)(C)NC(=O)CSc1nc2c(c(=O)n(C)c(=O)n2C)n1CCCC,5%,2%,-2%,-7%,0%,0,0%,i,2,
CC(C)N(C(=O)NC(=O)NCC1CCCO1)S(C)(=O)=O (stereo not given),5%,3%,1%,8%,8%,0,-12%,i,4,
CC1(C)NC(=O)N(CC(O)COc2ccc(N3C(=O)c4ccccc4C3=O)cc2)C1=O (stereo not given),9%,-1%,x,0%,-4%,17,x,i,4,
CCn1cc(C(=O)O)c(=O)c2cc(F)c(N3CCN(C(=O)Nc4ccccc4)CC3)cc21,9%,-1%,-4%,7%,2%,0,-6%,i,0,Spn PMK inh pilot replicates=1.5;Spn MK inh pilot replicates=0.0;DPM-DC inhibit pilot screen %=16
COc1ccccc1C(=O)Nc1ccc(N2CCN(S(C)(=O)=O)CC2)cc1,12%,3%,2%,11%,3%,10,-3%,i,0,Spn PMK inh pilot replicates=4.5;Spn MK inh pilot replicates=5.5;DPM-DC inhibit pilot screen %=10
CC(C)(C)NC(=O)C(c1ccco1)N(Cc1ccc2c(c1)OCO2)C(=O)Cn1nnc2ccccc21 (stereo not given),-2%,-6%,-5%,0%,8%,5,-26%,i,5,
COC(=O)C1(C)NC(c2cccs2)C2C(=O)N(c3ccc(F)cc3)C(=O)C21 (stereo not given),13%,2%,-10%,3%,3%,16,3%,i,8,
CN1CCN(c2cc3c(c4c2[nH]c2ccccc24)C(=O)CC(C)(C)C3)CC1,40%,5%,13µM*,10%,7%,9,13µM*,x,5,
Cc1ccc(NC(=O)CN(C)S(=O)(=O)c2cccc3nsnc23)cc1Cl,15%,8%,6%,1%,38%,16,9%,i,0,Spn PMK inh pilot replicates=0.0;Spn MK inh pilot replicates=0.0;DPM-DC inhibit pilot screen %=0.0
Cc1cc(C)n2nc3nc4c(cc3c2n1)CCCC4,9%,-9%,1%,7%,6%,7,6%,x,5,
c1ccc(-c2cc(N3CCCCC3)ncn2)cc1,11%,-2%,-4%,0%,5%,0,-4%,i,0,Spn PMK inh pilot replicates=0.0;Spn MK inh pilot replicates=0.0;DPM-DC inhibit pilot screen %=0.0
O=C(NCCN1CCOCC1)c1ccc(CS(=O)(=O)c2ccc(Cl)cc2)o1,5%,6%,-3%,x,6%,18,-9%,i,5,
COc1cc(NC(=O)c2cccs2)c(C(=O)OCC(=O)NCc2ccco2)cc1OC,-1%,14%,-1%,8%,-4%,13,1%,+,5,
Nc1nc(-c2cccnc2)nn1C(=O)Cc1ccccc1,15%,-12%,-1%,5%,8%,2,-9%,i,10,
CC(=O)Cc1nsc(Nc2ccc3c(c2)OCCO3)n1,11%,-8%,-4%,7%,0%,14,-11%,i,11,
O=C(c1ccccc1)C1C(=O)c2ccccc2C1=O,4%,0%,10%,10%,3%,20,16%,i,2,
CCN(C(=O)CN1CCN(c2ccccc2OC)CC1)c1c(N)n(Cc2ccccc2)c(=O)[nH]c1=O,6%,-6%,9%,1%,4%,24,2%,i,8,Spn PMK inh pilot replicates=5.5;Spn MK inh pilot replicates=0.0;DPM-DC inhibit pilot screen %=1.0
COCCN1C(=O)c2oc3c(C)cc(C)cc3c(=O)c2C1c1cccc(O)c1 (stereo not given),16%,1%,-6%,x,-2%,10,-16%,i,6,Spn PMK inh pilot replicates=2.5;Spn MK inh pilot replicates=0.0;DPM-DC inhibit pilot screen %=1.5
CC1CCN(C(=O)CSc2nnc(Cc3cccn3C)n2-c2ccc(F)cc2)CC1,2%,-2%,-3%,x,-6%,9,-12%,i,9,
Cn1c(=O)c2c(nc(N3CCN(Cc4ccccc4)CC3)n2CC(=O)c2ccccc2)n(C)c1=O,15%,5%,5%,3%,7%,1,15%,i,1,
COc1ccc(-c2noc(-c3ccccc3C(=O)NCc3ccco3)n2)cc1OC,-7%,0%,5%,12%,8%,0,5%,i,4,
O=C(c1ccccc1)N1CC(COc2ccccc2)OC(c2ccco2)O1 (stereo not given),6%,4%,-15%,5%,-13%,9,-8%,i,0,
Cc1noc(C)c1COC(=O)c1ccc2c(c1)S(=O)(=O)c1ccccc1C2=O,11%,-2%,8%,1%,0%,12,-1%,i,1,
COc1ccc2nc(NC(=O)C3CCCN(S(=O)(=O)c4cccc5nsnc45)C3)sc2c1 (stereo not given),13%,-1%,13%,0%,-6%,8,2%,i,7,Spn PMK inh pilot replicates=4.0;Spn MK inh pilot replicates=6.5;DPM-DC inhibit pilot screen %=1.0
CCc1ccc2[nH]c(=O)c(C(c3nnnn3CC3CCCO3)N3CCN4CCCC4C3)cc2c1 (stereo not given),10%,-5%,-14%,4%,-4%,12,-9%,i,4,Spn PMK inh pilot replicates=0.0;Spn MK inh pilot replicates=0.0;DPM-DC inhibit pilot screen %=12
O=CNCCCc1nc2ccccc2n1Cc1ccccc1,-1%,-6%,-2%,x,-6%,0,4%,i,0,
Cc1nc(C)n(C(=O)N(c2ccccc2)c2ccccc2)n1,2%,-2%,-6%,-1%,11%,0,4%,i,5,
O=C(NCCCc1ccccc1)c1ccccc1O,8%,4%,-6%,4%,x,8,-4%,i,9,
O=C(c1ccc(N2CCCCS2(=O)=O)cc1)N1CCN(c2ccc(N3CCOCC3)nn2)CC1,3%,-5%,-14%,5%,3%,20,-24%,x,10,
CCOC(=O)N1CCc2c(sc(NC(=O)c3ccc(Cl)s3)c2C(N)=O)C1,13%,5%,30%,-5%,1%,4,-14%,i,6,
O=S(=O)(NCC(c1cccnc1)N1CCN(c2ccc(F)cc2)CC1)c1ccccc1 (stereo not given),x,x,x,24%,-14%,13,x,i,3,
COC(=O)C(C(=O)Nc1ncccn1)C1CCCCCC1 (stereo not given),-4%,-4%,-9%,-15%,6%,7,0%,i,8,
CCOC(=O)N1CCN(C(=O)C2CCCN(S(=O)(=O)c3cccnc3)C2)CC1 (stereo not given),4%,0%,10%,-19%,6%,6,-2%,i,1,
CCOC(=O)C1=C(C)Nc2nnnn2C1c1cccc(OC)c1OC (stereo not given),1%,-5%,-16%,x,-6%,14,-16%,i,0,
COc1ccc(NC(=O)c2cnc3sccn3c2=O)cc1OC,37%,-5%,3%,3%,2%,8,0%,i,3,
O=S(=O)(c1ccc(-c2csc(-c3cccnc3)n2)cc1)N1CCCC1,10%,-2%,1%,13%,3%,3,-1%,i,0,
CN(C(=O)c1ccccn1)c1nnc(-c2ccccn2)s1,3%,-5%,0%,x,6%,11,2%,x,10,
CSc1nc(-c2ccccc2)nc(N2CCN(C)CC2)c1C(C)=O,6%,0%,9%,11%,3%,0,1%,i,7,
CCOc1ccc(NS(=O)(=O)c2ccc(NS(C)(=O)=O)cc2)cc1,1%,1%,-17%,-9%,0%,5,-5%,i,9,
O=C(O)CN(CCO)CCN(CC(=O)O)CC(=O)O,x,x,x,0%&13%,1%&10%,0&0,x,i,0&0,
O=C(Nc1nnc(C2CCCCC2)s1)c1cccs1,14%,6%,16%,12%,7%,3,13%,i,6,Spn PMK inh pilot replicates=4.0;Spn MK inh pilot replicates=0.0;DPM-DC inhibit pilot screen %=0.0
CC(C)CCOC(=O)C1C2C=CC3(CN(Cc4cccs4)C(=O)C13)O2 (stereo not given),3%,3%,-14%,-6%,-2%,10,-5%,i,6,
CCCSc1nnc2n(Cc3ccccc3)c(=O)c3c4c(sc3n12)CCC4,6%,-2%,44%,10%,16%,5,53%*,i,2,

# Looked up by compound from the list above (2):
SMILES,TNAP inhibition,Bfl-1 displacement,KRASV12 cytotoxicity,LYP phosphatase,HT1080 cytotoxicity,Spn PMK inh,HPDE-C7 viability,DPM-DC inhibit,Spn MK inh,others
COC(=O)C(C(=O)Nc1ncccn1)C1CCCCCC1 (stereo not given),-4%,-4%,-9%,-15%,6%,7,0%,i,8,
O=S(=O)(c1ccc(-c2csc(-c3cccnc3)n2)cc1)N1CCCC1,10%,-2%,1%,13%,3%,3,-1%,i,0,
